IL-2 act – activators of IL-2. IL-2 activation reporter assay, cell-based qHTS; stimulated with anti-CD3/CD4/CD28 beads; in transgenic mouse T cells. activation, % (series mostly up to about 46 µM). 0.065% of 360,000 active; in the data active means activation above about 50%; inconclusive means mostly about 30% to 49%; further: 0% is about no effect
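Unstimulated transgenic mouse T cells preincubated 60 min with compound, then stimulated with anti-CD3/anti-CD4-coated beads plus anti-CD28 for 18 h at 37 degrees C. IL-2 response read as EGFP and DsRed fluorescence by plate cytometry.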
Abeta rescue – restores growth of yeast expressing A-beta42 peptide. 0.063% of 410,000 active. Potency, µM (titrated, usually from 46.1 µM), for the others: top-dose growth rescue, hits mostly activators. yeast expressing A-beta42, growth rescue, OD600, 48 h; response scale: 0% DMSO, 100% iron-clioquinol control; further: potency means the concentration at half of the fitted maximal effect; nearly all actives have a fitted effect of over 55% in size
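Yeast growth medium received pinned compounds, then yeast cells expressing toxic A-beta were added; plates incubated at 30 C for 48 hr. Growth read as absorbance at 600 nm, normalized to DMSO and equimolar FeCl3 plus clioquinol controls.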
EPAC1 agonist – activates human EPAC1 exchange factor; O95398; EPAC1 agonist qHTS, biochemical assay; response scale: 100% = response to 6.5 mM cAMP; Potency, µM (doses to about 154 µM), for the others: at the top dose activation, most hits filed as activators; 0.073% of 360,000 active; further: potency means the concentration at half of the fitted maximal effect; nearly all actives have a fitted effect of over 60% in size
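Compounds were pinned as a concentration titration into mixtures of EPAC1 (100 nM), BODIPY-GDP-loaded Rap1B (250 nM) and GDP (50 uM). After 5 min at room temperature, fluorescence was followed for 30 min; activity was scaled to 6.5 mM cAMP.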
WRN inhibitor – inhibitors of human WRN helicase. WRN helicase unwinding, fluorescent forked duplex, kinetic. Q14191. Potency, µM (doses to about 114 µM), without a hit: at the top dose activity change, negative = inhibition, hits mostly inhibitors. AID 651768. 0.46% of 360,000 active; further: potency means the concentration at half of the fitted maximal effect; on the % scale 0 is the no-effect control and ±100 the full control effect; nearly all actives have a fitted effect of over 55% in size
Target sequence (Q14191 whole entry, looked up): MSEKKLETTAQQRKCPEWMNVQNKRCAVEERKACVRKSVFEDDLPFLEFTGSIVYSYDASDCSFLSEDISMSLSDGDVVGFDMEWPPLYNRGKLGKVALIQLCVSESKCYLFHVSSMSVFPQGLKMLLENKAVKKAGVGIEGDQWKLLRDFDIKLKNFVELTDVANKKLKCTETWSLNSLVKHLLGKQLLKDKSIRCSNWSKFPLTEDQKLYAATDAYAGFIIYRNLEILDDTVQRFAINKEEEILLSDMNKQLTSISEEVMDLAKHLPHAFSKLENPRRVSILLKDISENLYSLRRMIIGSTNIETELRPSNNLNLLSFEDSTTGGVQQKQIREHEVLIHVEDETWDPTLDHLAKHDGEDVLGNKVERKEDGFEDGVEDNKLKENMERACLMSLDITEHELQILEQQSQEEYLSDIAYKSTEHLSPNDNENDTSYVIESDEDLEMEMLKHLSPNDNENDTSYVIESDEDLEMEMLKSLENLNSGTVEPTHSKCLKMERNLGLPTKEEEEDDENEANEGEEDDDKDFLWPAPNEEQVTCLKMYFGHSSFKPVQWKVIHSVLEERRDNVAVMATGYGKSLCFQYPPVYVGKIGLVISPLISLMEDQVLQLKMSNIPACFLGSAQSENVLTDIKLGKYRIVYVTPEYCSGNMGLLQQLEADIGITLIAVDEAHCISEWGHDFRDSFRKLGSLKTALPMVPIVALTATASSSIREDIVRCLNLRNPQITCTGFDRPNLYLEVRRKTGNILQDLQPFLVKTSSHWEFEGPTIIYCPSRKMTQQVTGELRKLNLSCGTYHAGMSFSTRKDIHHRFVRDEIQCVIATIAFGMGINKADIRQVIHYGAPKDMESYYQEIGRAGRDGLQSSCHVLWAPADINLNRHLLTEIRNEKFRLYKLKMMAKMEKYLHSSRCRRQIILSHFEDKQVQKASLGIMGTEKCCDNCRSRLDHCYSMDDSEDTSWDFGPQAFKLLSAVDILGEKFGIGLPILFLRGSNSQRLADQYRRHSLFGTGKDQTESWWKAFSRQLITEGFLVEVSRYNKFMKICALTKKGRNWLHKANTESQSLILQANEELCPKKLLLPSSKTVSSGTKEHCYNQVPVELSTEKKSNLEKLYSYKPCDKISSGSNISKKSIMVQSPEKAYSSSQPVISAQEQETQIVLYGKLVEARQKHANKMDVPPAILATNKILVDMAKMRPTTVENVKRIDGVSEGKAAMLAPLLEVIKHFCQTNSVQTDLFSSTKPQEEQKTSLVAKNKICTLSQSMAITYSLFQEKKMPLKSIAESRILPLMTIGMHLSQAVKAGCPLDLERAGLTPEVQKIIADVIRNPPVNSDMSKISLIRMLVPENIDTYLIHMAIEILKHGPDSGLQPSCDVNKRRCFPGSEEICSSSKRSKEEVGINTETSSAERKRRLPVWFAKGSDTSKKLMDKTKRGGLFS
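Kinetic fluorescence helicase assay: unwinding of a quenched forked DNA duplex (100 nM final) with 2 mM ATP final raises red fluorescence (525/598 nm). Compounds sat 15 min at room temperature with 20 nM WRN beforehand.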
PLK1 PBD inh – PLK1 (human) polo-box domain binding inhibition | AID 720504 | Plk1 PBD binding of FITC phosphopeptide, fluorescence polarization | P53350 | Potency, µM, without a hit: max response, negative = inhibition, actives largely listed as inhibitors | 2.8% of 360,000 active; further: potency means the concentration at half of the fitted maximal effect; series mostly up to about 57 µM; on the % scale 0 is the no-effect control and ±100 the full control effect; nearly all actives have a fitted effect of over 65% in size
EPAC1 antagonist – EPAC1 (human) antagonism; 0.14% of 360,000 active; AID 720709; Potency, µM (doses to about 115 µM), for inactives: at the top dose activity change, negative = inhibition, most hits filed as inhibitors; O95398; EPAC1 GEF assay, Rap1b-BODIPY-GDP exchange fluorescence;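 further: potency means the concentration at half of the fitted maximal effect; plate controls were vehicle for no effect and positive control for full effect; nearly all actives have a fitted effect of over 50% in size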
PI5P4Ka inh – inhibitors of human PI5P4K alpha. P48426. PI5P4Kalpha enzyme, ADP-Glo luminescence, 60 min; stronger effect = lower value. max response, %. 1.2% of 330,000 active. AID 652105; active means max response of -50% or lower; inconclusive means between -30% and -50%; inactive means -30% or higher; further: value at the top dose of about 77 µM; on the % scale 0 is the no-effect control and ±100 the full control effect
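qHTS, 1536-well: enzyme/substrate mix, compound by pin tool, 5 microM ATP final; RT 60 min; ADP-Glo reagents 1 (45 min) then 2 (30 min); luminescence.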
FUS yeast rescue – rescues growth of FUS-expressing yeast | Potency, µM (doses to about 76.6 µM), for inactives: at the highest dose growth rescue (activation), usual class: activators | S. cerevisiae FUS-expressing, growth rescue, OD600, 24 h | 0.24% of 390,000 active;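 further: potency means the concentration at half of the fitted maximal effect; plate controls were DMSO vehicle for no effect and reference control for full effect; nearly all actives have a fitted effect of over 55% in size; some results filed as inactive show a strong effect at the top dose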
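Read-out: OD at 600 nm after 24hr at 30C, reporting rescue of FUS-induced yeast toxicity. Cells at OD 0.005 in galactose (2%) minimal medium; compounds tested in a dilution series; CP55940 titration from 92uM final as control.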
Numbers without * were called inactive; u = inconclusive; x = no result given; & = joins results of further samples; [ ] = dose if it differs, or a comment. Unless noted, the call rests on the fitted dose curve; in most records, active means well fitted curve in the direction sought with a large enough effect; inconclusive means small, poorly fitted or top-dose-only effect, or another doubt; inactive means no such curve, though single readings can be large; an effect the other way counts as inactive or inconclusive.

1. COc1ccc(NCc2ccc([N+](=O)[O-])s2)c(OC)c1
2. COc1ccc(S(=O)(=O)N(C)c2ccc(C(=O)NCc3ccccn3)cc2)cc1OC
3. CCCSc1nc(N)c(C#N)c(-c2ccc(C)cc2)c1C#N
4. COc1ccc(C)cc1NC(=O)C(CCS(C)(=O)=O)NC(C)=O (centres undefined)
5. Cc1nnc(SCC(=O)Nc2c(Cl)cccc2Cl)n(N)c1=O
6. Cc1cc(C)n2nc(Nc3ccccc3)cc2n1
7. CCOc1ccc(S(=O)(=O)N(C)c2ccc(OCC(=O)OCc3c(C)noc3C)cc2)cc1
8. COc1ccc(Br)cc1CN(C)CC(=O)NCc1ccc(F)cc1
Screen / compound no.	1	2	3	4	5	6	7	8
IL-2 act	1.5	-2.8	-0.1	-0.1	0.9	0.0	0.1	-4.0
Abeta rescue	-14%	-18%	-17%	-3%	-2%	-1%	6%	-19%
EPAC1 agonist	8%	14%	-2%	-11%	-3%	9%	15%	-6%
WRN inhibitor	-32%	u	4%	8%	-7%	-9%	0%	-20%
PLK1 PBD inh	-16%	-8%	-13%	-5%	-3%	-10%	-4%	3%
EPAC1 antagonist	-4%	-30%	4%	-1%	-22%	13%	-7%	-3%
PI5P4Ka inh	-4	0	-4	-8	-5	x	2	-4
FUS yeast rescue	x	x	-3%	-20%	6%	10%	25%	22%

9. O=C(OCc1cccc([N+](=O)[O-])c1)c1ccc[nH]c1=O
10. CCOC(=O)c1nn(-c2ccccc2)c(=O)cc1SC(C)CC (centres undefined)
11. Cc1ccc(-n2c(=O)cc(N3CC(C)CC(C)C3)[nH]c2=O)cc1 (centres undefined)
12. CCCN1C(=O)/C(=C/c2ccc(C)o2)SC1=Nc1ccc(OCC)cc1
13. Cc1nc(SCC(=O)NCc2ccccc2)c2c(=O)n(C)c(=O)n(C)c2n1
14. Fc1cccc(NC(=S)Nc2ccc(Br)cc2)c1
15. CCOc1ccc(Cl)cc1CNc1nnnn1CC
16. O=C(CN1C(=O)C2CCCCC2C1=O)Nc1cc([N+](=O)[O-])ccc1F (centres undefined)
Screen / compound no.	9	10	11	12	13	14	15	16
IL-2 act	1.2	-3.7	2.4	0.2	-1.2	-0.4	0.8	1.4
Abeta rescue	8%	-26%	5%	1%	-20%	6%	-8%	13%
EPAC1 agonist	13%	-1%	-1%	9%	1%	16%	-12%	-4%
WRN inhibitor	14%	-6%	2%	-10%	-6%	-7%	-10%	0%
PLK1 PBD inh	-11%	-8%	-9%	-9%	2%	u	-4%	2%
EPAC1 antagonist	-13%	4%	8%	12%	15%	-18%	-11%	-8%
PI5P4Ka inh	-4	x	x	-10	12	4	2	-7
FUS yeast rescue	-3%	24%	16%	17%	-34%	24%	-5%	-22%

17. CCc1noc(C)c1C(=O)Nc1nc2ccc(F)cc2s1
18. O=c1[nH]c2ccccc2c2nc(-c3cccc(S(=O)(=O)N4CCCC4)c3)nn12
19. Cn1c(SCC(=O)NC2CCCC2)nnc1-c1ccc(S(=O)(=O)N2CCOCC2)cc1
20. Cc1ccc(C2C(C(=O)c3sc(-c4ccccc4)nc3C)=C(O)C(=O)N2CCN(C)C)o1 (centres undefined)
21. CC(NC(=O)c1cn(C)c2ccc(S(=O)(=O)N3CCCC3)cc2c1=O)c1ccccc1 (centres undefined)
22. Cc1ccc(CCNC(=O)C2CCN(S(=O)(=O)c3cccc4nonc34)CC2)cc1
23. COc1ccc(OC)c(C2=NS(=O)(=O)N(C)C(C(=O)Nc3ccc(F)cc3F)=C2)c1
24. CC(C)CC(=O)N1CCN(C(=O)c2ccc(F)cc2)CC1
Screen / compound no.	17	18	19	20	21	22	23	24
IL-2 act	0.5	-3.3	-2.9	0.6	-4.6	0.0	-1.9	-3.9
Abeta rescue	29%	-12%	-14%	13%	-2%	0%	9%&2%	-4%
EPAC1 agonist	13%	0%	1%	-3%	2%	-11%	11%	5%
WRN inhibitor	1%	u	18%	-9%	4%	-23%	-5%	-5%
PLK1 PBD inh	-6%	-6%	-5%	-2%	-3%	-5%	30µM*	-9%
EPAC1 antagonist	-17%	-4%	3%	-8%	28%	-11%	-3%	-9%
PI5P4Ka inh	-2	-14	4	-11	-1	6	-1	3
FUS yeast rescue	1%	11%	3%	7%	17%	x	12%&42%	-18%

25. N#CCC(=O)N/N=C\c1cc(Br)ccc1OC/C=C/c1ccccc1
26. COc1c(OC(C)=O)c(=O)n2c3ccccc3c3ccnc1c32
27. Cc1ccc(N=Nc2c(N)[nH]n3c(=O)cc(-c4ccccc4)nc23)cc1
28. COC(=O)C(Nc1ccccc1Cl)(c1cc(C)c(O)c(C)c1)C(F)(F)F (centres undefined)
29. CCN(C(=O)CN1CCc2ccccc21)c1c(N)n(Cc2ccccc2)c(=O)[nH]c1=O
30. COc1ccc(NS(=O)(=O)c2ccc(-c3n[nH]c(=S)n3Cc3ccccc3)cc2)cc1
31. Cc1nc2ccccn2c1C(=O)NC1CCCCC1
32. COc1ccc(NC(=O)C(Br)C(C)C)cc1 (centres undefined)
Screen / compound no.	25	26	27	28	29	30	31	32
IL-2 act	1.2	4.0	-2.9	0.2	0.0	-3.7	0.5	0.3
Abeta rescue	-3%	-65%[inhibitor]	-6%	-92%[inhibitor]	3%	7%	-12%	0%
EPAC1 agonist	8%	4%	8%	-4%	12%	-3%	0%	15%
WRN inhibitor	-5%	0%	-23%	-13%	7%	-5%	2%	3%
PLK1 PBD inh	-3%	24µM*	u	0%	-15%	u	-14%	-17%
EPAC1 antagonist	-20%	-6%	-4%	-9%	12%	-9%	-8%	14%
PI5P4Ka inh	-13	1	-28	23	-2	-6	-1	-2
FUS yeast rescue	24%	-26%	x	7%	-16%	u	5%	14%

33. Cc1ccccc1-n1ncc2c1CC(C)(C)CC2NC(=O)CCC1=NNC(=O)CC1 (centres undefined)
34. COc1cccc(-c2nn(-c3ccccc3)cc2CN(C)Cc2ccon2)c1
35. Cc1ccc(-c2cn(S(=O)(=O)c3ccc(C)cc3)nc2N)cc1
36. COc1ccc(C(=O)N2CCC(C(=O)N3CCN(Cc4ccccc4)CC3)CC2)cc1
37. O=C(CSc1nnc2ccccn12)NC(=O)c1ccccc1Cl
38. O=C(CCSCc1ccccc1)Nc1ccc2c(c1)OCCO2
39. CC1CCN(C(=O)COC(=O)Cn2cnc3c2c(=O)n(C)c(=O)n3C)CC1
40. Nc1c(S(=O)(=O)c2ccccc2)csc1C(=O)O
Screen / compound no.	33	34	35	36	37	38	39	40
IL-2 act	-0.4	-3.3	-2.5	0.0	0.2	-0.2	1.4	1.0
Abeta rescue	-2%	8%	20%	-12%	-15%	-13%	-3%	-10%
EPAC1 agonist	-5%	-2%	-11%	9%	6%	-6%	-1%	-7%
WRN inhibitor	8%	2%	-1%	-28%	-20%	-3%	-8%	3%[57.1 µM]
PLK1 PBD inh	-1%	0%	-7%	-7%	-25%	-15%	-6%	-4%
EPAC1 antagonist	2%	-14%	0%	-19%	-1%	-14%	-11%	-6%
PI5P4Ka inh	4	6	x	-7	u	1	11	13
FUS yeast rescue	5%	-30%	9%	x	-10%	8%	2%	-18%

41. CC1(C)Cc2c(C#N)c(SCC(=O)c3ccccc3)nc(N3CCOCC3)c2CS1
42. CN(C)C(=O)COn1c(SCC(=O)N(C)C)nc2ccccc2c1=O
43. O=C(CN1C(=O)c2ccccc2C1=O)NCC(=O)OCC(=O)c1ccc(Cl)cc1
44. CCCOc1ccc(C(=O)OCC(=O)c2c(N)n(C)c(=O)n(C)c2=O)cc1OCC
45. CC(C)=C1C2C=CC1C(C(=O)Nc1cc(C)ccc1C)C2C(=O)O (centres undefined)
46. CCCCNc1c(NC(C)=O)c(=O)oc2ccccc12
47. CCOC(=O)C1(CC2CCCCO2)CCN(Cc2nccn2-c2cccc(C)c2)CC1 (centres undefined)
48. CC1=NN(c2cc(Cl)c(S(=O)(=O)O)cc2Cl)C(=O)C1
Screen / compound no.	41	42	43	44	45	46	47	48
IL-2 act	0.0	-0.5	-1.3	1.5	-0.2	0.0	-1.5	0.4
Abeta rescue	2%	5%	16%	-9%	22%	-13%	-2%	19%
EPAC1 agonist	5%	1%	0%	-5%	4%	-2%	0%	1%
WRN inhibitor	-9%	3%	-3%	4%	-20%	2%	2%	-18%
PLK1 PBD inh	30µM*	-2%	-2%	-5%	-13%	0%	-4%	0%
EPAC1 antagonist	-6%	-1%	3%	u	-12%	15%	-8%	16%
PI5P4Ka inh	10	0	-6	8	3	-1	5	1
FUS yeast rescue	29%	15%	-2%	-1%	-15%	-18%	6%	7%

49. CC(=O)c1sc(Nc2nc3cc4c(cc3s2)OCO4)nc1C
50. COc1ccc(-c2coc3cc(OC4OC(CO)C(O)C(O)C4O)ccc3c2=O)cc1 (centres undefined)
51. COc1ccc(C(=O)NCCc2nnc3ccc(SCC(=O)NCCc4ccc(OC)c(OC)c4)nn23)cc1
52. Cc1ccc(/C=C2/NC(=O)N(Cc3ccc(Br)cc3)C2=O)o1
53. CC(Oc1ccc(Cl)cc1)c1ccnn1S(C)(=O)=O (centres undefined)
54. CN(C)c1ccc(/C=N/NC(=O)CCc2c[nH]c3ccccc23)cc1
55. Cc1c(/C=N/Nc2nc3ccccc3[nH]2)c2ccccc2n1C
Screen / compound no.	49	50	51	52	53	54	55
IL-2 act	0.3	-1.9	0.0	-0.5	-1.9	0.5	-1.0
Abeta rescue	0%	3%	9%	-92%[inhibitor]	-15%	-18%	-17%
EPAC1 agonist	16%	5%	4%	3%	-2%	-4%	10%
WRN inhibitor	-18%	4%	4%	u	11%	-4%[57.1 µM]	u
PLK1 PBD inh	u	1%	-2%	-8%	-10%	2%	-8%
EPAC1 antagonist	-2%	-10%	-23%	-5%	-8%	-3%	-9%
PI5P4Ka inh	-18	-6	-1	u	-6	2	-5
FUS yeast rescue	7%	-11%	-2%	x	2%	-2%	u

Complete entries as entered above. Values in the order: IL-2 act | Abeta rescue | EPAC1 agonist | WRN inhibitor | PLK1 PBD inh | EPAC1 antagonist | PI5P4Ka inh | FUS yeast rescue
`Cc1c(/C=N/Nc2nc3ccccc3[nH]2)c2ccccc2n1C` reads -1.0 | -17% | 10% | u | -8% | -9% | -5 | u
`Cc1ccc(/C=C2/NC(=O)N(Cc3ccc(Br)cc3)C2=O)o1` reads -0.5 | -92%[inhibitor] | 3% | u | -8% | -5% | u | x
`CN(C)c1ccc(/C=N/NC(=O)CCc2c[nH]c3ccccc23)cc1` reads 0.5 | -18% | -4% | -4%[57.1 µM] | 2% | -3% | 2 | -2%
`CC(Oc1ccc(Cl)cc1)c1ccnn1S(C)(=O)=O` (centres undefined) reads -1.9 | -15% | -2% | 11% | -10% | -8% | -6 | 2%
